M. tuberculosis = growth inhibition of non-replicating M. tuberculosis (AID 488890); Mycobacterium tuberculosis non-replicating, growth inhibition; higher % means a stronger effect; inhibition, % at 25 µM; hits with a dose series show IC50 in µM; actives 0.39% (n = 320,000); in the data active means a potency from the dose series; inconclusive means inhibition mostly from about 82% at the one dose, without a potency; inactive means the rest, 99 in 100 with inhibition below about 76%;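 further: plate controls were DMSO cells for no effect and high antibiotic wells for full effect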
Salmonella PhoP GFP = PhoP regulon inhibitors, Salmonella typhi PhoP promoter GFP reporter, confirmatory (AID 1850); Salmonella Typhi PhoP-promoter GFP reporter, fluorescence, 4 h; higher % means a stronger effect; inhibition, % at 50 µM; hits with a dose series show IC50 in µM; actives 0.33% (n = 310,000); in the data active means a potency from the dose series; inconclusive means inhibition mostly from about 25% at the one dose, without a potency; inactive means the rest, 99 in 100 with inhibition below about 19%;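 further: 0% = induced wells with vehicle and 100% = uninduced wells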
M. tuberculosis HTS = M. tuberculosis growth inhibition, HTS (AID 449762). actives 0.59% (n = 330,000). inhibition, % at 25 µM, or IC50 in µM where a hit was titrated. M. tuberculosis H37Rv growth inhibition, 7H9 media; higher % means a stronger effect; in the data active means a potency from the dose series; inconclusive means inhibition above about 70% without an active follow-up result;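 further: bacterial growth assessed after seven days of incubation; strong numbers were not always called active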
H1N1 NS1A inhibition = H1N1 influenza NS1A inhibitors, functional cell based assay (AID 504329); NS1A functional cell-based assay, percent inhibition; higher % means a stronger effect; one-dose inhibition, % at 12.5 µM; IC50 in µM for titrated hits; actives 0.3% (n = 340,000); in the data active means a potency from the dose series; inconclusive means inhibition above about 27% without an active follow-up result; further: strong numbers were not always called active
inhibitors of VEEV = inhibitors of VEEV TC-83 cytopathic effect, confirmation, Vero cells (AID 588727); Vero cells, VEEV TC-83 cytopathic effect inhibition; higher % means a stronger effect; one-dose inhibition, % at 20 µM; IC50 in µM for titrated hits; actives 0.13% (n = 350,000); in the data active means a potency from the dose series; inconclusive means inhibition mostly from about 14% at the one dose, without a potency; inactive means the rest, 99 in 100 with inhibition below about 12%; further: strong numbers were not always called active
inhibitors of VEEV 10K pilot screen = second read-out of inhibitors of VEEV, no call of its own (marks repeat the call); inhibition, %; measured here: 10K pilot screen inhibition
* hit, by the source's call; i = inactive; ? = inconclusive; . = not tested or not shown. No enrichment for hits. Share with any hit: about 1.5%.

SMILES | M. tuberculosis | Salmonella PhoP GFP | M. tuberculosis HTS | H1N1 NS1A inhibition | inhibitors of VEEV | others
CC(C)CC(=O)NC(=S)Nc1ccc(CN2CCOCC2)cc1 | 15% | 9% | 8% | -21% | 0.9%
CCCCOC(=O)c1ccc(NC(=O)COC(=O)C2CSC3(C)CCC(=O)N23)cc1 (centres undefined) | 22% | 4% | 70% | -2% | 6.0%
C/C(=N\Nc1ccccc1)c1c(O)n(C)c(=O)n(C)c1=O | 56% | -9% | ? | -7% | 1.4%
CSc1cccc(NC(=O)Cn2cccc2)c1 | 50% | 8% | 13% | 6% | i
C#CCN(C)CCCOc1ccc(Cl)cc1Cl | 10% | 10% | 15% | 1% | 1.1%
Cc1ccc(C(=O)Nc2ccccc2N2CCN(C(=O)C(C)C)CC2)cc1C | 31% | 6% | -2% | 4% | 8.4%
CC(C(=O)Nc1ccccc1Sc1ccccc1)N(c1ccccc1)S(C)(=O)=O (centres undefined) | 15% | 6% | 1% | -18% | 4.3%
COc1ccc(C2CC(=O)Oc3c(C(CCN4CCCC(C)C4)c4ccc(N(C)C)cc4)c(OC)cc(OC)c32)cc1 (centres undefined) | 47% | 14% | 28% | ? | i
CCN(C(=O)CSc1nccn1C)c1cccc2ccccc12 | 28% | . | 0% | -4% | i
Cc1[nH]c2ccccc2c1/C=N/NC(=O)CNC(=O)c1ccco1 | 0% | 3% | 1% | . | 0.1%
COc1ccc(CNC(=O)COC(=O)C2(C)CC2(Cl)Cl)cc1 (centres undefined) | 31% | . | 6% | 7% | 1.6%
Cc1cccc(NC(=O)CCN2CCC(C)CC2)c1 | 4% | -9% | 4% | 2% | 0.1%
Cc1noc(C)c1CSc1nc2ccccc2n1C | -5% | 0% | 2% | 6% | 1.9%
Cc1ccc(CNC(=O)C2CCC(=O)N2CCc2ccccc2)cc1 (centres undefined) | -7% | -11% | 11% | 2% | i | inhibitors of VEEV 10K pilot screen=0.5
COc1ccc(/C(O)=C2/C(=O)C(=O)N(CCCC(=O)O)C2c2ccc(OC)c(OC)c2)cc1 (centres undefined) | -1% | ? | -7% | 4% | 1.4%
CN1CCN(c2ccccc2NC(=O)Cn2ncc3c([nH]c4ccccc43)c2=O)CC1 | 25% | 8% | 2% | 0% | 2.9%
COCCOC(=O)C1=C(C)OC(N)=C(C#N)C1c1ccco1 (centres undefined) | -6% | 2% | -7% | 4% | 0.4%
NC(=O)c1coc(-c2ccccc2)n1 | 20% | -12% | 5% | -4% | i
COc1cccc(N(CC(=O)NC2CCCCCC2)S(=O)(=O)c2ccccc2)c1 | -12% | 2% | 1% | -4% | i
COc1ccc(NC(C)=O)cc1CNC(=O)COc1c(C)c(C)cc(C)c1C | 22% | -7% | 6% | 16% | i
Fc1ccc(Oc2cc(N3CCOCC3)nc(-c3ccccc3)n2)c(F)c1 | 3% | 2% | 7% | 4% | 1.1%
O=Cc1ccccc1OCc1nnsc1Cl | 14% | -4% | -1% | 5% | 1.2%
Cc1cc(C)cc(OCC(=O)Nc2nc(-c3ccccn3)cs2)c1 | . | . | . | -10% | 4.9%
CCNC(=S)N(Cc1ccc(OC)cc1)C1CC(=O)N(c2ccc(OCC)cc2)C1=O (centres undefined) | 42% | -5% | -2% | 5% | 3.0%
CCCCOC(=O)Nc1ccc(C(C)C)cc1 | 65% | 13% | 17% | 17% | 1.6%

Brought forward from above: 2 entries, then new ones.
SMILES | M. tuberculosis | Salmonella PhoP GFP | M. tuberculosis HTS | H1N1 NS1A inhibition | inhibitors of VEEV | others
CCNC(=S)N(Cc1ccc(OC)cc1)C1CC(=O)N(c2ccc(OCC)cc2)C1=O (centres undefined) | 42% | -5% | -2% | 5% | 3.0%
CCCCOC(=O)Nc1ccc(C(C)C)cc1 | 65% | 13% | 17% | 17% | 1.6%
NNc1nc2sc3c(c2c(=O)n1-c1ccccc1)CCCC3 | -10% | -4% | 5% | -13% | 2.9%
CN(CCc1ccccn1)C(=S)NC(=O)c1ccco1 | -13% | -6% | -4% | 0% | 0.1%
Cc1ccc(COC(=O)c2ccc3ccccc3n2)cc1 | ? | -1% | ? | -15% | i
COc1ccc(S(=O)(=O)c2c(O)c3ccc(C(=O)Nc4cccc(F)c4)cc3[nH]c2=O)cc1 | 8% | -12% | -2% | -1% | 3.3%
CCOC(=O)NC(Nc1nc2ccccc2s1)(C(=O)OCC)C(F)(F)F (centres undefined) | 12% | -7% | 3% | -1% | 0.8%
CCN(CC)S(=O)(=O)c1ccc(C(C)NCC(=O)Nc2ccccc2C(=O)NC2CC2)cc1 (centres undefined) | . | . | . | -5% | 7.9%
COc1ccc(Br)cc1CN1CCN(Cc2c[nH]c3ccccc23)CC1 | 38% | 18% | 11% | -10% | i
Cc1cc(C)cc(OCC(=O)Nc2ccc(N3CCOCC3)cc2N2CCOCC2)c1 | 12% | . | -8% | 9% | 0.9%
COc1cccc(NC(=O)Nc2ccc3c(c2)OCO3)c1 | -1% | -9% | -5% | 15% | 2.0%
O=C(CSC1=NNC(c2ccccn2)S1)Nc1ccc(C(F)(F)F)cc1 (centres undefined) | 65% | 3% | 4% | 7.8µM* | 9.1%
Cc1cc(C)c(C(=O)COC(=O)C2CCN(c3ccc(C(F)(F)F)cn3)CC2)cc1C | -7% | 2% | -3% | -12% | 1.3%
O=c1cc(-c2ccc(O)c(O)c2)oc2c(C3O[C@H](CO)[C@@H](O)[C@H](O)[C@H]3O)c(O)cc(O)c12 (some centres undefined) | 9% | -17% | 9% | 2% | 0.2%
Cc1ccc(S(=O)(=O)Nc2c(O)ccc3ccccc23)cc1 | 0% | -1% | 0% | . | 3.4%
COc1ccc(C2(c3ccc(OC)cc3)NC(=O)N(CC(=O)NCC(F)(F)F)C2=O)cc1 | -3% | 1% | 1% | 5% | 2.2%
O=C(CSc1ccc(-c2ccco2)nn1)Nc1cccc(F)c1 | ? | -3% | -10% | -6% | 1.2%
Cc1cccc(C)c1NC(=O)C(NC=O)c1ccc(N(C)C)cc1 (centres undefined) | -3% | 2% | 8% | 5% | 0.2%
Cc1ccc(/C=N\NC(=O)Cn2c(C)nc3ccccc32)o1 | 2% | -4% | 0% | -5% | 3.4%
CC(=NCCN1CCOCC1)c1c(O)n(Cc2ccccc2)c(=O)[nH]c1=O | 3% | -8% | -24% | -21% | i
COc1cc(C)c(CN2CCC(Oc3ccc(C(=O)N4CCCC4)cc3)CC2)cc1C | 13% | -16% | -3% | -1% | 0.1%
O=S1(=O)CCOCCCN1Cc1ccccc1Br | -12% | -25% | 2% | -1% | 0.5%
CC(=O)c1c(N2CCC(C(N)=O)CC2)nc(=S)n(-c2ccccc2)c1C | 9% | -8% | -7% | 5% | 2.0%
CCCC(=O)NC(c1ccccc1)c1c(O)ccc2ccccc12 (centres undefined) | 27% | -1% | 1% | -3% | 1.7%
Cn1nc(C(=O)Nc2ccc3c(c2)OCCO3)cc1C(=O)O | -6% | 3% | -6% | 3% | 0.5%
COc1ccc(-c2noc3c2-c2nc(-c4ccc(Br)cc4)sc2CC3)cc1 | -18% | 3% | -3% | 2% | 1.7%
CC(C)N1CCN(Cc2cccc(-n3cccn3)c2)CC1CCO (centres undefined) | -2% | 2% | -12% | -12% | i

15 consecutive records from above, for reference:
SMILES | M. tuberculosis | Salmonella PhoP GFP | M. tuberculosis HTS | H1N1 NS1A inhibition | inhibitors of VEEV | others
Cc1ccc(COC(=O)c2ccc3ccccc3n2)cc1 | ? | -1% | ? | -15% | i
COc1ccc(S(=O)(=O)c2c(O)c3ccc(C(=O)Nc4cccc(F)c4)cc3[nH]c2=O)cc1 | 8% | -12% | -2% | -1% | 3.3%
CCOC(=O)NC(Nc1nc2ccccc2s1)(C(=O)OCC)C(F)(F)F (centres undefined) | 12% | -7% | 3% | -1% | 0.8%
CCN(CC)S(=O)(=O)c1ccc(C(C)NCC(=O)Nc2ccccc2C(=O)NC2CC2)cc1 (centres undefined) | . | . | . | -5% | 7.9%
COc1ccc(Br)cc1CN1CCN(Cc2c[nH]c3ccccc23)CC1 | 38% | 18% | 11% | -10% | i
Cc1cc(C)cc(OCC(=O)Nc2ccc(N3CCOCC3)cc2N2CCOCC2)c1 | 12% | . | -8% | 9% | 0.9%
COc1cccc(NC(=O)Nc2ccc3c(c2)OCO3)c1 | -1% | -9% | -5% | 15% | 2.0%
O=C(CSC1=NNC(c2ccccn2)S1)Nc1ccc(C(F)(F)F)cc1 (centres undefined) | 65% | 3% | 4% | 7.8µM* | 9.1%
Cc1cc(C)c(C(=O)COC(=O)C2CCN(c3ccc(C(F)(F)F)cn3)CC2)cc1C | -7% | 2% | -3% | -12% | 1.3%
O=c1cc(-c2ccc(O)c(O)c2)oc2c(C3O[C@H](CO)[C@@H](O)[C@H](O)[C@H]3O)c(O)cc(O)c12 (some centres undefined) | 9% | -17% | 9% | 2% | 0.2%
Cc1ccc(S(=O)(=O)Nc2c(O)ccc3ccccc23)cc1 | 0% | -1% | 0% | . | 3.4%
COc1ccc(C2(c3ccc(OC)cc3)NC(=O)N(CC(=O)NCC(F)(F)F)C2=O)cc1 | -3% | 1% | 1% | 5% | 2.2%
O=C(CSc1ccc(-c2ccco2)nn1)Nc1cccc(F)c1 | ? | -3% | -10% | -6% | 1.2%
Cc1cccc(C)c1NC(=O)C(NC=O)c1ccc(N(C)C)cc1 (centres undefined) | -3% | 2% | 8% | 5% | 0.2%
Cc1ccc(/C=N\NC(=O)Cn2c(C)nc3ccccc32)o1 | 2% | -4% | 0% | -5% | 3.4%

Further records follow.
SMILES | M. tuberculosis | Salmonella PhoP GFP | M. tuberculosis HTS | H1N1 NS1A inhibition | inhibitors of VEEV | others
CCOC(=O)c1nn(-c2ccccc2)c(=O)c2c(N)scc12 | 6% | -8% | 8% | 8% | 0.6%
Cc1cc(C(F)F)n2nc(C(=O)Nc3ccc(S(=O)(=O)N4CCCC4)cc3)nc2n1 | 54% | -7% | 37% | 7% | 0.2%
COc1ccc(C2C(C(=O)Nc3cccnc3)=C(C)Nc3nc(-c4cccs4)nn32)cc1OC (centres undefined) | 9% | -5% | 1% | 2% | 0.7%
CCN(CC)C(=O)CSc1nc2c(sc(=S)n2-c2ccccc2)c(=O)[nH]1 | 8% | 6% | 2% | -2% | 0.4%
O=C1[C@@H]2Cc3ccccc3CN2C(=O)N1c1cccc(F)c1 | -11% | 7% | 0% | -20% | 1.0%
O=C(NNC(=S)Nc1ccc(F)c(Cl)c1)c1ccccc1Br | ? | -6% | 2% | 1% | 4.3%
O=[N+]([O-])c1ccn(-c2nc(-c3ccccc3)cc(C(F)(F)F)n2)n1 | -6% | 17% | -4% | -6% | i
COc1ccc(CN(Cc2cc3cccc(C)c3n3nnnc23)C(=O)N2CCOCC2)cc1 | 17% | -4% | 5% | 6% | 1.5%
C=CCNC(=S)NNC(=O)c1ccc(Br)cc1 | 27% | -5% | -5% | -12% | 1.8%
CCN(CC(=O)Nc1ccccc1Br)C1CCCCC1 | 34% | 9% | 2% | -10% | 0.2%
Cc1ccccc1C(=O)Nc1cc(S(=O)(=O)N2CCOCC2)ccc1N1CCN(C)CC1 | -2% | . | -7% | -8% | 3.2%
O=C(CSc1nnc2ccccn12)NNC(=O)c1ccc([N+](=O)[O-])cc1 | 5% | -3% | 4% | 3% | 0.2%
COc1ccc(N2C(=O)c3ccccc3NC2c2ccc(OC)c(CN3CCOCC3)c2)cc1 (centres undefined) | 5% | 9% | 6% | 3% | 0.7%
C=CCOc1c2ccc(C(=O)N(CC)c3ccc(OC)cc3)cc2nn1C | -23% | 2% | -1% | -9% | i
O=C(O)CC1(Cc2nc(-c3cccs3)no2)CCCC1 | 6% | . | 2% | 2% | 1.0%
Cc1nn(CC(=O)N2CCC(N3CCCCC3)CC2)c(=O)c2c1sc1ccccc12 | 8% | -14% | -4% | -10% | i
CCOC(=O)N1CCN(C(=O)C2CCN(CC3CCCCC3)CC2)CC1 | -6% | 4% | -8% | -1% | 2.2%
Cc1cc(C(=O)COc2cccnc2[N+](=O)[O-])c(C)n1-c1ccccc1F | 33% | 7% | 9% | 16% | 0.7%
O=C(Cn1cnc2c(nnn2Cc2ccccc2)c1=O)c1ccc(Cl)cc1 | -16% | 0% | -6% | 3% | 9.3%
Cn1nc(C(C)(C)C)cc1C(=O)O | 1% | -2% | 7% | 0% | 1.7%
CCCCn1c(N)c(N(CCOC)C(=O)CSCC(=O)Nc2cccc(C)c2)c(=O)[nH]c1=O | -2% | -3% | 26% | -2% | 0.8%

High-throughput results (PubChem BioAssay)
